# RMI-FANCM inh: disruptors of RMI1/RMI2 association with MM2 peptide – biochemical, fluorescence polarization, human, primary screen | FP signal (polarization) at 33 µM | RMI core complex (RMI1/RMI2) binding to FANCM MM2 peptide, human | RMI core complex with F-MM2 peptide; stronger effect = lower value | 70,000 compounds, 0.58% hits; in the data active = FP signal below about 40; note: inactives centre near 61; strong numbers were not always called active; unit not given here
# * marks the source's active call; other numbers are inactive results; & = joins results of further samples. An excerpt. The share of hits here may be higher or lower than overall.
no.	SMILES	RMI-FANCM inh
1	CC1CN(S(=O)(=O)c2ccc(NC(=O)CCN3C(=O)c4ccccc4C3=O)cc2)CC(C)O1 (stereo not given)	60
2	CC(=O)Nc1cc(Cl)c(O)c(Cl)c1Cl	64
3	CCc1ccc(-n2nnnc2-c2cn[nH]c2-c2ccccc2)cc1	50
4	OC[C@H]1O[C@@H](n2cnc3c(NCCc4ccccc4)ncnc32)C(O)[C@H]1O (stereo not given in full)	55
5	CCOc1ccc(-c2ccc(C)c(NC(=O)C(F)(F)F)c2)nn1	69
6	O=C(COc1ccc(Cl)cc1)Nc1ccccc1-c1nc2ccccc2[nH]c1=O	112
7	CC(C)(C)C1=NN(c2nc3ccc(Cl)cc3s2)C(=O)C1	53
8	COc1ccccc1N1CCN(S(=O)(=O)CCNC(=O)c2ccc([N+](=O)[O-])cc2)CC1	60
9	COc1cc(C=NS(=O)(=O)c2ccc(Br)cc2)cc(Br)c1O	62
10	O=C(CS(=O)(=O)c1cccs1)Nc1ccc2c(c1)OCO2	63
11	Cc1ccc(NC(=O)C(=O)NCC(c2ccc3c(c2)CCN3C)N2CCCCC2)cc1C (stereo not given)	50
12	O=C1c2cccc3cccc(c23)C(=O)N1CCN1CCN(S(=O)(=O)c2ccccc2[N+](=O)[O-])CC1	56
13	COc1ccc(-c2cc3ccccc3n2CC(O)Cn2cnc(-c3ccccc3)c2-c2ccccc2)cc1 (stereo not given)	64&78&104
14	Fc1cccc(Cl)c1CSc1nnc(-c2cn3cc(C(F)(F)F)cc(Cl)c3n2)o1	61
15	O=C(Cc1ccc(Cl)cc1)N1CCN=C1SCc1ccc(F)cc1	63

# In another format: 3 of the compounds above.
No.	RMI-FANCM inh	SMILES
7	53	CC(C)(C)C1=NN(c2nc3ccc(Cl)cc3s2)C(=O)C1
8	60	COc1ccccc1N1CCN(S(=O)(=O)CCNC(=O)c2ccc([N+](=O)[O-])cc2)CC1
9	62	COc1cc(C=NS(=O)(=O)c2ccc(Br)cc2)cc(Br)c1O

# (further entries)
no.	SMILES	RMI-FANCM inh
16	CCOc1ccc(CC(=O)Nc2ccc(SC)nn2)cc1	73
17	CCOC(=O)c1ccccc1NC(=O)CS(=O)(=O)c1ccc2c(c1)S(=O)(=O)N=CN2	55
18	CCC(=O)NCCn1ncc2c(=O)n(Cc3ccc(Cl)cc3)cnc21	64
19	O=C(NC1CCCC1)C1=Cc2ccccc2OC1	64
20	CC(=O)NC1C(OCc2ccccc2)OC(C(=O)O)C(OC(C)=O)C1OC(C)=O (stereo not given)	60
21	CC(C)CNC(=O)C(=O)NCC1OCCN1S(=O)(=O)c1ccc(F)cc1 (stereo not given)	58
22	N#CC(C#N)=C(N=C(c1ccccc1)c1ccccc1)C(F)(F)F	52
23	CC(C)(C)c1cc(NC(=O)CCSc2nnc3ccc4ccccc4n23)cc(C(C)(C)C)c1	69
24	CSC1=NCCN1C(=O)C(C)(C)Oc1ccc(Cl)cc1	61
25	Cc1ccc(Nc2nc(C(=O)NC3CC3)cs2)c(C)c1	62
26	CCS(=O)(=O)N1CCc2ccc(NC(=O)Cc3cccc4ccccc34)cc2C1	65
27	O=C(O)CC(CC(=O)O)c1cccs1	69
28	Cc1nc(CSCC(=O)Nc2ccc(Cl)cc2)cs1	53
29	CC(=O)c1ccc(NC(=O)Cc2ccc(C)cc2C)cc1	52
30	O=C(CCCn1nc(-c2ccco2)ccc1=O)NCc1cccs1	59

# Gathered by group, those above with a COOH group (two)
no.	SMILES	RMI-FANCM inh
20	CC(=O)NC1C(OCc2ccccc2)OC(C(=O)O)C(OC(C)=O)C1OC(C)=O (stereo not given)	60
27	O=C(O)CC(CC(=O)O)c1cccs1	69

# Following part
no.	SMILES	RMI-FANCM inh
31	C=CCn1cnc2c(cnn2-c2cccc(Cl)c2)c1=O	61
32	COc1ccc(Cl)cc1NC(=O)C1CCCN(c2ccc(-c3ccco3)nn2)C1 (stereo not given)	63
33	Cc1nnc(C2CCCN(S(=O)(=O)c3ccccc3)C2)s1 (stereo not given)	60
34	O=C1C(=O)N(CN2CCN(c3ccccc3Cl)CC2)c2ccccc21	67
35	O=C(NCCCn1nc(-c2cccs2)ccc1=O)c1c(F)cccc1F	66
36	Cn1cccc1C(CNC(=O)c1ccc(F)cc1)N1CCc2ccccc2C1 (stereo not given)	64
37	CCN(CC)C(=S)Oc1ccc(C#N)cc1	55
38	CC(C)S(=O)(=O)c1cscc1N1C(=O)c2ccccc2C1=O	55
39	Cc1cc(C)c(C)c(S(=O)(=O)Nc2ccc(C(=O)N3CCN(Cc4ccccc4)CC3)cc2)c1C	71
40	COc1ccc(NC(=O)C2(c3cccs3)CCCC2)cc1OC	60
41	CC1C(=O)NCCN1C(=O)c1cccc(S(C)(=O)=O)c1 (stereo not given)	69
42	FC(F)Oc1ccc(NC(=S)N2CCC(Cc3ccccc3)CC2)cc1	68
43	O=[N+]([O-])c1cc(C(F)(F)F)ccc1N=NN1CCOCC1	56
44	O=C(COc1ccc(Cl)cc1Cl)Nc1ccc(SCC(=O)N2CCCC2)nn1	71
45	CC(=O)CSc1ccc(OCC(F)(F)F)c(C#N)c1OCC(F)(F)F	55

# Part of the list above in order of formula weight, falling:
no.	SMILES	RMI-FANCM inh
38	CC(C)S(=O)(=O)c1cscc1N1C(=O)c2ccccc2C1=O	55
31	C=CCn1cnc2c(cnn2-c2cccc(Cl)c2)c1=O	61
37	CCN(CC)C(=S)Oc1ccc(C#N)cc1	55

# (listing goes on)
no.	SMILES	RMI-FANCM inh
46	O=S(=O)(Nc1cc(C(F)(F)F)ccc1N1CCc2ccccc2C1)c1cccc2nonc12	60
47	Cc1cc(C(F)(F)F)cc(-n2cc(C#N)c(N)n2)n1	61
48	CN1CCOc2ccc(N)cc2C1=O	70
49	Cc1cc(-c2ccccc2)nc2cc(-c3nc(-c4cccs4)no3)nn12	100
50	CC(C)(C)c1csc(Br)n1	68
51	Cc1ccc(NC(=O)C(=O)NCC(c2ccc3c(c2)CCN3C)N2CCN(C)CC2)c(C)c1 (stereo not given)	63
52	COc1ccccc1-c1nnc(NC(=O)c2ccno2)o1	67
53	COc1ccc(S(=O)(=O)n2nc(C)c(S(=O)(=O)N3CCCC(C)C3)c2C)cc1 (stereo not given)	55
54	Cc1cc(C(=O)N2CCCC(c3nnc(C)s3)C2)no1 (stereo not given)	61
55	CS(=O)(=O)Nc1ccc2c(c1)CN(C(=O)c1ccco1)CC2	64
56	CC(C)(C)c1ccc(S(=O)(=O)N2CCC(c3nnc(C4CC4)s3)CC2)cc1	61
57	Cc1cc(C)n(CC(=O)Nc2ccc(Br)cc2F)c(=O)c1-c1nc(-c2ccccc2)no1	114
58	Cc1ccc2c(c1)N(Cc1nc(-c3ccc(OCc4ccccc4)cc3)no1)C(=O)CO2	104
59	Cc1cc(C)c(NC(=O)/C=C/C(=O)O)cc1C	51
60	O=C(O)CN1CCN(C2CCCC2)CC1	59
61	CC(C)(C)c1ccc(NC(=O)CN2CCOCC2)c(NC(=O)C(Cl)(Cl)Cl)c1	52
62	Cc1cccc(Cl)c1NC(=S)NCC1CCCO1 (stereo not given)	58
63	N#C/C(=C\Nc1cc(C(F)(F)F)cc(C(F)(F)F)c1)S(=O)(=O)c1ccc(F)cc1	53
64	CC(=O)OC[C@H](OC(C)=O)[C@H](OC(C)=O)[C@@H](O)[C@H]1SC[C@@H](C(=O)N(C)C)N1C(C)=O	54
65	COc1ccc(Cn2c(=O)[nH]c3cc(OC)c(OC)cc3c2=O)cc1	72
66	COc1ccc(CCN2CN=C(SCc3c(C)c(C)c(C)c(C)c3C)NC2)cc1OC	83
67	O=C1CC2(CCN(C(=O)c3ccccc3Br)CC2)Oc2ccccc21	55
68	CCOc1ccc(-c2nc(Cn3nnc(C(=O)Nc4ccc(F)c(F)c4)c3C)c(C)o2)cc1	91
69	Cc1ccc(N2CCCS2(=O)=O)cc1NC(=O)C(=O)NCCCO	63
70	Cc1ncc([N+](=O)[O-])n1CCSc1nc2ccccc2s1	52
71	COC(=O)c1ccc2c(=O)n(Cc3ccc(C)o3)c(=S)[nH]c2c1	64
72	CN(C)CCCN(C(=O)c1ccc([N+](=O)[O-])o1)c1nc2cc3c(cc2s1)OCO3	89
73	O=C(CS(=O)(=O)c1ccc(F)cc1)Nc1ccc2c(c1)C(=O)c1ccccc1C2=O	71
74	CC(=O)O[C@]1(C(C)=O)CCC2C3CCC4=CC(=O)CCC4(C)C3(F)C(O)CC21C (stereo not given in full)	56
75	CCC(=O)N1CCN(c2ccc(-c3ccccc3C)nn2)CC1	66
76	O=C1[C@H]2CCCC[C@H]2C(=O)N1OCc1ccccc1	54
77	CC(C)NN	69
78	O=C(COc1ncnc2cc(Cl)ccc12)NNC(=O)c1cccc2ccccc12	62
79	CCOC(=O)/C=C/C(=O)Nc1ccc(S(=O)(=O)Nc2nccs2)cc1	58
80	N#CC(C#N)=C(N)Nc1cccc(Cl)c1	48
81	CN(C)S(=O)(=O)c1ccc(C(=O)NCCN2CCN(c3ccccc3)CC2)cc1	64
82	CCOC(=O)c1c(-n2c(C)ccc2C)sc2c1CCCC2	54
83	CC1CC(NC(=O)C(=O)Nc2ccc(Cl)cc2Cl)CC(C)(C)C1 (stereo not given)	59
84	CC(C)Sc1ccc(NC(=O)c2ccccc2)nn1	66
85	CCOCCCNC(=O)Cc1cc(=O)[nH]c(=O)[nH]1	55
86	COC(=O)c1ccccc1S1=NS(=O)(=O)c2ccccc21 (stereo not given)	57
87	CCOc1ccc(Cc2nnc(SCC(=O)Nc3ccc(Cl)cc3)[nH]c2=O)cc1	56
88	O=C(O)c1coc2c1/C(=N\Nc1ccccc1)CCC2	54
89	CC(=O)Nc1ccc(C2=NN(C(C)=O)C(c3ccc4c(c3)OCO4)C2)cc1 (stereo not given)	58
90	O=C1C2C3C=CC(C3)C2C(=O)N1CCNCCO (stereo not given)	62

# Part of the list above, field by field.
[84] CC(C)Sc1ccc(NC(=O)c2ccccc2)nn1
  RMI-FANCM inh: 66
[85] CCOCCCNC(=O)Cc1cc(=O)[nH]c(=O)[nH]1
  RMI-FANCM inh: 55

# Other records:
no.	SMILES	RMI-FANCM inh
91	O=C(NCc1ccco1)c1ccc2c(=O)n(CC3CCCO3)c(SCc3ccc(Cl)cc3)nc2c1 (stereo not given)	59
92	Cc1ccc(-c2nc(CCNC(=O)c3ccccc3Br)cs2)cc1	56
93	O=c1cc(N2CCC(Cc3ccccc3)CC2)[nH]c(=O)n1C1CCCCC1	84
94	Cc1nc2scc(-c3cccc(NC(=O)Nc4ccc(F)cc4)c3)n2c(=O)c1C	68
95	COc1ccccc1N1CCN(CCNC(=O)c2ccc(OC)c(OC)c2OC)CC1	63
96	O=C(NC1CC(=O)N(c2ccc(F)cc2)C1)C1c2ccccc2Oc2ccccc21 (stereo not given)	57
97	COc1ccccc1OCC(=O)Nc1ccc2c(c1)CCCN2S(=O)(=O)c1ccc(F)cc1	59
98	CCc1nnc(NS(=O)(=O)c2ccc(N3C(=O)c4ccc(C(=O)O)cc4C3=O)cc2)s1	63
99	Cc1cc(NC(=O)c2cc(-c3ccccc3)c(C(F)(F)F)s2)no1	58
100	CSc1nc(NC(C)C)c2cnn(CCNC(=O)c3ccc(-c4ccccc4)cc3)c2n1	54
101	COc1ccc(-c2cc(=O)n(CC(=O)Nc3cccnc3)cn2)cc1	66
102	COc1ccc(Cl)cc1C(=O)Nc1c2c(nn1C)CCC2	61
103	CCN1C(=O)C(C)(C)COc2ccc(NC(=O)c3ccc(Br)o3)cc21	57
104	CCCc1cc(=O)n2[nH]c(C)c(-c3ccccc3)c2n1	58
105	O=C(CSc1nc(-c2cccc(Cl)c2)cc(=O)[nH]1)Nc1oncc1-c1ccccc1	62
106	CCc1ccc(S(=O)(=O)N2CCN(c3ccc(-c4ccco4)nn3)CC2)s1	82
107	N#C/C(=C\c1ccc(-c2cccc(Cl)c2)o1)c1nc2ccccc2c(=O)[nH]1	-32
108	CC(=O)NC(=O)CCSc1ccccc1C(=O)NC(C)=O	63
109	CSc1ccc2nc(N(Cc3cccnc3)C(=O)c3ccc(C(C)(C)C)cc3)sc2c1	68
110	COc1ccc(-c2nnc3ccc(OCCNC(=O)Cc4cccc(C)c4)nn23)cc1OC	94
111	N=C(N)c1ccccc1	55
112	Nc1ccccc1C1C=NNC1=O (stereo not given)	62
113	O=C(Nc1ccccc1F)C12CC3CC(CC(C3)C1)C2	58
114	COc1ccc(S(=O)(=O)N2CCCOC2CNC(=O)C(=O)NCc2ccco2)cc1 (stereo not given)	61
115	O=C(Nc1ccccn1)c1ccc(Cl)c(S(=O)(=O)N2CCCCCC2)c1	67
116	CCCC(=O)Nc1ccc2c(c1)N(C(=O)CC)CCC2	72
117	CCCCc1ccc(NS(=O)(=O)c2ccc3c4c(cccc24)C(=O)N3)cc1	61
118	O=C(Cn1ncn2nc(-c3ccc(Cl)cc3)cc2c1=O)Nc1ccc2c(c1)OCCO2	139
119	CCNc1nc(-c2ccccc2)cs1	53
120	CN(C)C(CNC(=O)Cc1cccs1)c1ccsc1 (stereo not given)	62
121	Cc1cc(=O)[nH]c(-n2nc(-c3cccs3)cc2NC(=O)COc2ccc(Cl)cc2Cl)n1	53
122	CCOC(=O)c1c(-c2ccc(C)cc2)csc1NC(=O)CSc1nnnn1-c1ccccc1	58
123	Cc1ccc(C(=O)C#Cc2ccccc2)cc1	45
124	O=C1NC2C3CC4CC(C3)CC2(C4)O1 (stereo not given)	59
125	NS(=O)(=O)c1ccc(CCNC(=O)CN2C(=O)c3ccccc3S2(=O)=O)cc1	54
126	COc1cccc(NC(=O)CSc2ncnc3c2cnn3-c2ccccc2)c1	59
127	COc1ccccc1CNC(=O)Cn1cnc2c([nH]c3ccc(C)cc32)c1=O	105
128	Cc1cc(C)nc(SCc2n[nH]c(=S)o2)n1	58
129	CS(=O)(=O)N1CCCC1C(=O)Nc1nc2ccc(Cl)cc2s1 (stereo not given)	67
130	CCOc1cc(C2c3sc(=O)[nH]c3SC3C4CCC(C4)C23)ccc1O (stereo not given)	56
131	N#CC(C(=O)C1CC1)=C1SCCS1	61
132	CCOC(=O)CCC(=O)Nc1cc(C)nn1-c1nc(-c2ccccc2)cs1	63
133	CC(C)(C)c1ccc(C(=O)N2CCC(c3nc4ccccc4[nH]3)CC2)cc1	63
